Compound activity as filed in PubChem BioAssay.
Myeloid diff 2: promotes myeloid progenitor differentiation; calls only at 10 µM; actives 1% (n = 360,000); AID 624256; ER-HoxA9 myeloid progenitors, lysozyme-GFP differentiation, flow cytometry;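 active = normalized GFP-positive differentiation at or above the plate's own cutoff, the solvent-only control mean plus 3 SD; inconclusive = no clear call, values can overlap the other calls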;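 also: cells exposed to compound for four days before flow analysis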
Myeloid diff 2 GFP+ MAC1+ %: second read-out of Myeloid diff 2, no call of its own (marks repeat the call); GFP+ MAC1+ double positive, %; measured here: differentiation confirmed by MAC1 staining
An asterisk follows results filed as active; i = inactive; ? = inconclusive; / = no result given; + = active, no number. The list is partial; the hit share may differ from the screen's.

Each structure is followed by: Myeloid diff 2, Myeloid diff 2 GFP+ MAC1+ %
CC(C)(C)NC(=O)CC1C[C@H](C(=O)N2CCCCC2)[C@@]2(C)c3[nH]c4ccccc4c3CCN2C1=O (stereo not given in full)
    i, 0.8
Cc1ccc(S(=O)(=O)N2CC3(O)CN(C(=O)OC(C)C)N(C(=O)OC(C)C)CC3(OC(=O)Nc3c(C)noc3C)C2)cc1 (stereo not given)
    i, 1.7
CCCCNC(=O)C1c2ccccc2OCC(=O)N1C1CC1 (stereo not given)
    i, 0.7
O=C1[C@H](Cc2ccccc2)NCCCC[C@@H](c2ccc(Cl)cc2)N1Cc1ccccc1
    i, 1.7
C[C@H]1CN(C2CCCCC2)C(=O)[C@@H]1CC(=O)Nc1ccc(Br)cc1
    i, 0.5
CC(=O)N1c2ccc(S(=O)(=O)NCCC(=O)Nc3ccc(Cl)cc3)cc2CC1C (stereo not given)
    i, 0.8
N#Cc1ccc(Cl)cc1NC(=O)CN1C(=O)C(=O)N(CCC2=CCCCC2)C1=O
    i, 0.9
O=S(=O)(O)c1ccc(O)c2cc(Nc3ccccc3)ccc12
    i, 0.7
CC(NC(=O)COC(=O)c1ccc([N+](=O)[O-])o1)c1ccccc1 (stereo not given)
    i, 1.9
CC(Sc1ccc(S(=O)(=O)N2CCN(C)CC2)cn1)C(=O)NC1(C#N)CCCCC1 (stereo not given)
    i, 0.4
CCOC(=O)C1=CNS(=O)(=O)NC1c1ccc(Br)cc1F (stereo not given)
    i, 0.4
O=C1OCCC1=COCCCCCCOC=C1CCOC1=O
    i, 1.2
CCOc1ccccc1N(CC(=O)N1CCN(Cc2ccccc2)CC1)S(=O)(=O)c1ccccc1
    i, 0.4
NC(c1csc(Nc2ccccn2)n1)C1CCCCC1 (stereo not given)
    i, 0.4
Cc1cccc(-c2ccc3c(c2)C2CC3CCN2C(=O)OCc2ccccc2)c1 (stereo not given)
    i, 1.9
Cc1ccc(NC(=O)c2cc(S(=O)(=O)N3CCCCC3)c[nH]2)cc1Cl
    i, 1.4
CSc1nsc(NC(=O)Nc2ccccc2)n1
    i, 0.9
CCN1C(=O)[C@@H]2[C@@H](c3ccc(-c4ccccc4)cc3)N3CCC[C@@]3(C(=O)OC)[C@@H]2C1=O
    i, 0.5
COc1ccc(Cl)c(CNC[C@H]2O[C@@H](n3cnc(C(N)=O)n3)[C@H](O)[C@@H]2O)c1
    i, 1.5
C=CCn1c(C)cc(C(=O)COC(=O)c2n[nH]c(=O)c3ccccc23)c1C
    i, 0.5

Full records from above. Screens in order: Myeloid diff 2, Myeloid diff 2 GFP+ MAC1+ %
Cc1cccc(-c2ccc3c(c2)C2CC3CCN2C(=O)OCc2ccccc2)c1 (stereo not given) is listed as i, 1.9
C[C@H]1CN(C2CCCCC2)C(=O)[C@@H]1CC(=O)Nc1ccc(Br)cc1 is listed as i, 0.5
O=C1OCCC1=COCCCCCCOC=C1CCOC1=O is listed as i, 1.2
CCN1C(=O)[C@@H]2[C@@H](c3ccc(-c4ccccc4)cc3)N3CCC[C@@]3(C(=O)OC)[C@@H]2C1=O is listed as i, 0.5
Cc1ccc(NC(=O)c2cc(S(=O)(=O)N3CCCCC3)c[nH]2)cc1Cl is listed as i, 1.4

Carrying on.
Each structure is followed by: Myeloid diff 2, Myeloid diff 2 GFP+ MAC1+ %
COc1ccc(-c2nc(NC(=O)c3c(C)noc3C)sc2C)cc1
    i, 1.2
COc1cc(C2C(C(=O)c3cccs3)=C(O)C(=O)N2CCN2CCOCC2)ccc1OCCC(C)C (stereo not given)
    i, 0.9
CN(c1ccc([N+](=O)[O-])cc1)c1cc2c(c3c1ccn3C)C1CCC2C1 (stereo not given)
    i, 0.8
CN[C@H]1C[C@H]2c3[nH]c4ccc(-c5ccc(OC)cc5)cc4c3CCN2C(=O)[C@H]1[C@H](C)O
    ?, /
COc1ccc(C(=O)NC(=O)CSc2nc3nc(C)cc(C)n3n2)cc1
    i, 1.1
CCOc1ccc2nc(S(=O)(=O)NC(=O)C3(C)CCN3C(=O)c3c(C)noc3C)sc2c1 (stereo not given)
    i, 1.3
CC1(C(=O)NC2CCCCC2)CCC(=O)N1C1CCN(Cc2ccccc2)CC1 (stereo not given)
    i, 0.7
COCCCNC(=O)CC[C@H]1O[C@@H](n2cnc3c(NC(=O)c4ccccc4)ncnc32)[C@H](O)[C@@H]1O
    i, 0.0
CCNC(=O)C1CCCN(C(=O)c2ccc(OC)c(OC)c2)CC1 (stereo not given)
    i, 0.5
CCOC(=O)C(CC1=CS(=O)(=O)c2ccc(Cl)cc21)(NC(C)=O)C(=O)OCC
    i, 1.0
C=CCN(CC=C)CC(=O)Nn1c(C)ccc1C
    i, 0.9
Cc1c(C(=O)NCc2ccc([N+](=O)[O-])cc2)sc(=O)n1Cc1ccc2c(c1)OCO2
    i, 2.2
NC(=O)c1ccc(NC(=O)COC(=O)c2ccccc2SCC(=O)N2CCCC2)cc1
    i, 0.6
Cc1ccc(Cn2cc(CN3CC(N(C)C)CS3(=O)=O)nn2)cc1 (stereo not given)
    i, 0.5
O=C(NCc1ccccn1)c1cccc(S(=O)(=O)Nc2ccc(F)cc2)c1
    i, 0.7
COCCNC(=O)C1(C)CCCN(Cc2sc(C)nc2C)C1 (stereo not given)
    i, 0.2
Cc1c(C(=O)NCc2ccco2)sc(=O)n1Cc1ccc(S(C)(=O)=O)cc1
    i, 3.1
O=C(Nc1ccc(C(=O)N2CCCCC2)cc1)[C@H]1O[C@@H](n2ccc(=O)[nH]c2=O)[C@H](O)[C@@H]1O
    i, 3.1
O=S1(=O)CC(N2CCCCC2)C1CN1CCCCC1 (stereo not given)
    i, 0.7
CCCCOc1cccc2c(=O)n(CC(=O)Nc3ccc4c(c3)OCCO4)ccc12
    i, 0.6

Next part:
Each structure is followed by: Myeloid diff 2, Myeloid diff 2 GFP+ MAC1+ %
O=C(NCCCN1CCOCC1)C(=O)NCC1OCCN1S(=O)(=O)c1ccc(Cl)cc1 (stereo not given)
    i, 0.7
C[C@H](CO)N1C[C@H](C)[C@@H](CN(C)C(=O)Nc2ccc(C(F)(F)F)cc2)Oc2c(NC(=O)Nc3ccccc3)cccc2C1=O
    i, 1.4
O=C(NCC[C@H]1CC[C@H](NS(=O)(=O)c2ccccc2F)[C@@H](CO)O1)c1ccc(F)cc1
    i, 1.6
Cc1ccc(S(=O)(=O)NCC(=O)OCC(=O)N2CC(=O)Nc3ccccc32)cc1
    i, 1.1
O=C(CNC(=O)OCc1ccccc1)OC(c1ccccc1)c1ccccc1
    i, 1.6
CCC/C(C#Cc1cc(OC)cc(OC)c1)=C1/c2ccccc2C(=O)N1c1ccccc1
    i, 0.8
Cc1c(Br)cccc1NC(=O)C1(C)CCN1Cc1ccc(OC(C)C)cc1 (stereo not given)
    i, 0.5
COC(=O)CCCn1cc(CN2CC(N3CCN(CCN(C)C)CC3)CS2(=O)=O)nn1 (stereo not given)
    i, 0.9
CCc1nnc(NC(=O)c2oc3ccccc3c2COC(C)C)s1
    i, 1.5
COCCNC(=O)c1cccc2c(-c3ccnn3C)coc12
    i, 1.3
CCC1c2ccccc2C(=O)C1C(N)=O (stereo not given)
    i, 1.0
CCCCNC(=O)c1ccc2nc(CC)c(N(CC)CCN(C)C)n2c1
    i, 0.6
COc1ccc(Cn2cc(CN3CC(N(C)C)CS3(=O)=O)nn2)cc1 (stereo not given)
    i, 0.8
Cc1ccc(C)c(NC(=O)CN2C(=O)NC(CCc3ccccc3)C2=O)c1 (stereo not given)
    i, 1.0
CN(c1ccccc1)S(=O)(=O)c1ccc(C(=O)NCc2cccnc2)cc1
    i, 0.7
Cc1ccc(OCc2nc3ccccc3n2C(C)C(=O)Nc2c(C)cccc2C)cc1 (stereo not given)
    i, 1.6
CC(C)(C)OC(=O)C[C@@H]1C/C=C\C[C@H](CC(=O)N[C@H](CO)Cc2ccccc2)C(=O)N[C@@H](Cc2ccccc2)COC1=O
    i, 0.5
CCOC(=O)c1c(-c2ccc(N(C)C)cc2)oc2c1C(OC)CC2 (stereo not given)
    i, 0.7
CCCCC[C@@H]1C=C(C(=O)O)[C@H](c2ccc3c(c2)OCO3)N1S(=O)(=O)c1ccc(C)cc1
    i, 0.4
COC(=O)c1ccc(CSC2=NC[C@@H]3[C@@H]4C(=O)N(Cc5ccccc5)C(=O)[C@@H]4[C@](Cc4ccccc4)(C(=O)OC)N23)cc1
    i, 0.7

(listing goes on)
Each structure is followed by: Myeloid diff 2, Myeloid diff 2 GFP+ MAC1+ %
CCc1nc2ccc(C(=O)Nc3cccc(OCC(=O)N(C)C)c3)cn2c1N(CCN(C)C)CC1CC1
    i, 1.6
Cc1nc2ccc(Cl)cn2c1[N+](=O)[O-]
    i, 1.1
CC(C)C[C@@H](CN1CCC[C@@H]1CN1C(=S)NC[C@@H]1Cc1ccccc1)N1C[C@H](Cc2ccc(O)cc2)N(CC2CCCCCC2)C1=S
    i, 1.3
O=C(NCC1CCCO1)c1ccc2c(c1)N(Cc1ccc(Cl)cc1)CCS2 (stereo not given)
    i, 2.3
CC[C@]12c3[nH]c4ccccc4c3CCN1C(=O)C(CC(=O)NCCCn1ccnc1)C[C@@H]2C(=O)N1CCN(C(=O)C2CC2)CC1 (stereo not given in full)
    +, 2.4*
CC1CCCC(NC(=O)CSc2nnc(-c3cccnc3)o2)C1C (stereo not given)
    i, 0.6
COc1ccccc1CNC(=O)COC(=O)c1cc(=O)c2ccccc2o1
    i, 1.9
C[C@H]1Cn2cnc(C(=O)Nc3ccccc3)c2C(=O)N1
    i, 1.2
Cc1cc(C(=O)NC2CCC(O)CC2)c(C)o1 (stereo not given)
    i, 0.6
Cc1ccc(OCCC(=O)OCC(=O)Nc2ccc(C)c(S(=O)(=O)N3CCOCC3)c2)cc1
    i, 1.2
COc1ccc(-c2noc(CCC(=O)N3CCN(c4cccc(C)c4)CC3)n2)cc1
    i, 1.0
O=C1CC2(CCCC2)C(=O)N1CN1CCN(S(=O)(=O)c2cc(F)ccc2F)CC1
    i, 0.9
O=C(NCc1ccco1)c1ccc2sc([C@@H]3O[C@H](CO)[C@H](O)[C@H](O)[C@H]3O)nc2c1
    i, 1.0
Cc1c(/C(O)=C2\C(=O)C(=O)N(CCCN(C)C)C2c2ccco2)cnn1-c1ccccc1 (stereo not given)
    i, 0.7
O=C(/C=C/c1cccc(C(F)(F)F)c1)OCC(=O)N1CCN(c2ccccc2)CC1
    i, 0.6
CCNC(=O)C1(C)CCCN1C(=O)c1ccc(C#N)cc1 (stereo not given)
    i, 0.5
CC(C)(C)OC(=O)C[C@@H]1C/C=C\C[C@H](CC(=O)N(CCO)Cc2ccccc2)C(=O)N[C@@H](Cc2c[nH]c3ccccc23)COC1=O
    i, 1.7
O=C(CC[C@H]1O[C@@H](n2cnc3c(NC(=O)c4ccccc4)ncnc32)[C@H](O)[C@@H]1O)N[C@@H](CO)Cc1c[nH]c2ccccc12
    i, 0.4
O=C(CC(=O)c1ccncc1)c1ccccc1
    i, 0.4
CC(C)(C)OC(=O)C[C@H]1C/C=C\C[C@@H](CC(=O)N[C@H](CO)Cc2ccccc2)C(=O)NC[C@@H](c2ccccc2)OC1=O
    i, 0.8

Another view of part of the listing above:
molecule,Myeloid diff 2,Myeloid diff 2 GFP+ MAC1+ %
O=C(/C=C/c1cccc(C(F)(F)F)c1)OCC(=O)N1CCN(c2ccccc2)CC1,i,0.6
Cc1ccc(OCCC(=O)OCC(=O)Nc2ccc(C)c(S(=O)(=O)N3CCOCC3)c2)cc1,i,1.2
Cc1cc(C(=O)NC2CCC(O)CC2)c(C)o1 (stereo not given),i,0.6
O=C(CC[C@H]1O[C@@H](n2cnc3c(NC(=O)c4ccccc4)ncnc32)[C@H](O)[C@@H]1O)N[C@@H](CO)Cc1c[nH]c2ccccc12,i,0.4

New compounds follow:
Each structure is followed by: Myeloid diff 2, Myeloid diff 2 GFP+ MAC1+ %
COCCCNc1ccn2nc(-c3cc(OC)c(OC)c(OC)c3)cc2n1
    i, 0.2
O=C(NCc1ccco1)c1ccc(OC2CCN(Cc3ccccn3)CC2)cc1
    i, 2.4
CN(Cc1cn(Cc2cccc(C(F)(F)F)c2)nn1)C1CN(Cc2cn(Cc3cccc(C(F)(F)F)c3)nn2)S(=O)(=O)C1 (stereo not given)
    i, 1.4
CCN(C(=O)COC(=O)CNC(=O)C1CCCCC1)c1ccccc1
    i, 0.5
COc1cccc(CC(=O)Nc2cc(S(=O)(=O)N3CCOCC3)ccc2OC)c1
    i, 0.8
COCCCN(C(=O)c1ccc(-c2ccc(C(C)=O)cc2)o1)c1c(N)n(CC(C)C)c(=O)[nH]c1=O
    i, 0.9
O=C(CCNC(=O)c1ccccc1Cl)Nc1cccc(S(=O)(=O)N2CCCCC2)c1
    i, 1.2
CCOC(=O)c1oc2ccccc2c1COC(=O)CNC(=O)c1ccccc1F
    i, 2.2
COc1ccc(C(C)(NC(C)=O)c2nc(-c3cccnc3)cs2)cc1 (stereo not given)
    i, 0.4
O=C(O)c1ccccc1C(=O)c1cccc2c(F)cccc12
    i, 0.5
COc1ccc(N2CCN(C(=O)c3cccc(S(=O)(=O)N4CCc5ccccc54)c3)CC2)cc1
    i, 1.6
N#Cc1ccc(C(=O)Nc2cccc(S(=O)(=O)NC3=NCCC3)c2)cc1
    i, 0.1
Cc1ccc(S(=O)(=O)N2C[C@]3(O)C[C@@H]4C(=O)N(c5ccccc5)C(=O)[C@@H]4C[C@]3(OC(=O)Nc3c(C)noc3C)C2)cc1
    i, 0.6
COc1ccc(Cl)cc1Nc1cc(C)nc2ncnn12
    i, 1.8
CC(C)(C)OC(=O)N1CCN(Cc2ccc(F)c(B(O)O)c2)CC1
    +, 2.2*
O=C(Nc1ccc2c(c1)OCO2)C1CC1
    i, 0.4
CCCn1cnc2c(SCc3ccc(Cl)cc3)nc(N)nc21
    i, 0.6
CC(OC(=O)CCNS(=O)(=O)c1ccccc1)C(=O)Nc1ccc(S(=O)(=O)N2CCCCC2)cc1 (stereo not given)
    i, 0.5
